# Screening results from PubChem BioAssay.
# MsrA act = activates bovine MsrA enzyme | purified bovine MsrA, absorbance read-out | activation, % at 10.6 µM | 360,000 tested, 0.3% active; in the data active means activation above about 7.5%;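 further: 0% = vehicle and 100% = reference activator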
# SUMO1 PPI mod = SUMO1-SIM interaction modulation; P63165; SUMO1 binding to a labelled peptide, TR-FRET, 1 h; inhibition, % at 20 µM; 360,000 tested, 0.33% active; AID 602429; in the data active means inhibition above about 37%
# Target sequence (P63165 whole entry, looked up): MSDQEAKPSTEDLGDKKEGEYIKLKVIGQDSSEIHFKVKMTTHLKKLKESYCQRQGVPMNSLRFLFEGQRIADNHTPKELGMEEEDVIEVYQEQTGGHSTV
# CendR NRP1 mod = alters CendR peptide binding to human NRP-1; O14786; FAM-RPARPAR peptide binding to NRP-1, fluorescence polarization; AID 602438; inhibition, % at 25 µM; 360,000 tested, 0.85% active;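 active means inhibition or corrected inhibition above about 18%, plus a signal ratio from 0.5 to 1.5, limit read from the data, passing the limit was not always enough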; further: strong numbers were not always called active
# MsrA inhibitor = bovine MsrA inhibition; purified bovine MsrA, absorbance read-out; inhibition, % at 15.5 µM; 360,000 tested, 0.75% active; in the data active means inhibition above about 4.5%;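 further: 0% = vehicle wells with enzyme and 100% = reference inhibitor wells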
# LMPTP block = blocks human LMPTP phosphatase; recombinant LMPTP-A, OMFP fluorogenic substrate, fluorescence intensity; AID 651560; inhibition, % at 20 µM; P24666; 360,000 tested, 0.22% active;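 active means compounds that cut the enzyme signal by at least half of the control window in the single-dose screen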;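 further: plate controls were DMSO wells with enzyme plus substrate for no effect and substrate without enzyme for full effect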
# Target sequence (P24666 whole entry, looked up): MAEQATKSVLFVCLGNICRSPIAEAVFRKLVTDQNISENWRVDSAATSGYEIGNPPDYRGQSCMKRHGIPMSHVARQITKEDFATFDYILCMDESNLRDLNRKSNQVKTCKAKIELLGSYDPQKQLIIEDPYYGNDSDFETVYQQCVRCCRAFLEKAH
#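 Assay system: LMPTP-A enzyme. Input: 0.625 nM LMPTP-A final. Probe or stimulus: 400 µM OMFP. Compound dosing: single 20 µM dose. Schedule: 50 min dark incubation at room temperature. Detection: fluorescence intensity of OMFP turnover product. Read-out: percent inhibition versus substrate-only and uninhibited controls. Benchmarks: no-enzyme low control, uninhibited high control.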
# DNMT1 block = blocks human DNA methyltransferase DNMT1; AID 588458; DNMT1 molecular beacon, Hinp1I cleavage, fluorescence; P26358; inhibition (reported as % activation of signal), % at 10 µM; 360,000 tested, 0.83% active; in the data active means inhibition above about 50%
# Tb MetRS inh = Trypanosoma brucei MetRS inhibition. inhibition, % at 11.9 µM. purified T. brucei MetRS, ATP depletion, Kinase-Glo luminescence. 360,000 tested, 0.4% active;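 active means inhibition above a per-plate cutoff of the control wells' mean inhibition plus 3 SD, cut at about 5.5% in these data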;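 further: 0% = DMSO wells median and 100% = median of wells with control inhibitor compound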
#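 Test system – parasite MetRS enzyme · Reagent – substrates ATP, L-methionine and bulk Escherichia coli tRNA · Doses – 11.9 µM compound single dose, 0.9% DMSO · Times – 15 min enzyme-compound preincubation, 2 h reaction, 10 min detection, 25 °C · Signal – Kinase-Glo luminescence, ATP depletion format · Controls – DMSO-only wells as low control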
# Scp1 inh = blocks human Scp-1 phosphatase activity | Q9GZU7 | Recombinant Scp1, phosphopeptide, malachite green phosphate absorbance | inhibition, % at 20 µM | 340,000 tested, 0.88% active | AID 493091;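 active means inhibition above about 50% at 20 µM, limit read from the data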;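 further: plate controls were DMSO wells with enzyme for no effect and wells lacking enzyme for full effect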
#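 Material: truncated SCP-1 phosphatase (76-261aa) / Buffer or medium: 50 mM Tris acetate pH 5.5, 0.005% Tween-20, 10 mM MgCl2 / Compound dosing: one concentration, 20 µM, with 1.0% DMSO / Incubation: 45 min room-temperature reaction, 5 min colour, 30 min stabiliser / Detection: colorimetric free-phosphate detection, absorbance 630 nm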
# E coli Lon inh = E. coli protease La inhibition; P0A9M0; purified E. coli Lon protease, fluorescence polarization; inhibition, % at 7.94 µM; 360,000 tested, 0.42% active; in the data active means inhibition above about 13%, passing the limit was not always enough;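 further: 0% = enzyme with probe and DMSO and 100% = no enzyme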
# Target sequence (P0A9M0 whole entry, looked up): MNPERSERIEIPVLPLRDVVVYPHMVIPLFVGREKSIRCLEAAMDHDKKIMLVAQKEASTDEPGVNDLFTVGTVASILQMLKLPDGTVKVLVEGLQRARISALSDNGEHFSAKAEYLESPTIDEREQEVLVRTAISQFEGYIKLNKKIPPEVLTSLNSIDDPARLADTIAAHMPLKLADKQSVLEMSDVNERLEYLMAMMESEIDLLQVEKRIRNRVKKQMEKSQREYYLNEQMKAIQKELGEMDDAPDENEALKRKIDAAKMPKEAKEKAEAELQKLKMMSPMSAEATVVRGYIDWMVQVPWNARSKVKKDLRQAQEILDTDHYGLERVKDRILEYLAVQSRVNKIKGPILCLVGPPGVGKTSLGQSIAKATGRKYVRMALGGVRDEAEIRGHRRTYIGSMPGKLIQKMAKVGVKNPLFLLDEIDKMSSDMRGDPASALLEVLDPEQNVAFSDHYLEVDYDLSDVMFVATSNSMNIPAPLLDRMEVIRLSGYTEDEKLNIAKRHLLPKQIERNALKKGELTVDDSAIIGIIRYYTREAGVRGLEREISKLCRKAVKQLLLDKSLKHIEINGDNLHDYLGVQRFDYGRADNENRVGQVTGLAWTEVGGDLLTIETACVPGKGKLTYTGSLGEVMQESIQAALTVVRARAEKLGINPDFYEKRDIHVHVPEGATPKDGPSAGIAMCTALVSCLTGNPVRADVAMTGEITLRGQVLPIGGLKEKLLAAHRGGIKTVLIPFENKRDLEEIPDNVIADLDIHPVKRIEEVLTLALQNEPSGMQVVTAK
# STEP inh = blocks human striatal-enriched tyrosine phosphatase; 360,000 tested, 0.25% active; inhibition, % at 20 µM; recombinant STEP, OMFP fluorogenic substrate, fluorescence; AID 588621;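 active means inhibition at 20 µM, scaled per plate between control wells, above about 37%, limit read from the data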;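 further: 0% = DMSO with enzyme and substrate and 100% = substrate only without enzyme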
#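 Also added – OMFP at 25 µM · Test system – STEP tyrosine phosphatase · Technique – FITC-channel fluorescence of OMFP product · Schedule – 20 min at room temperature, dark · Evaluation – control-normalized % inhibition with plate pattern correction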
# Starred values were filed as active, the others as inactive; . = no result given. Random draw from the library; any-hit rate near 4.3%.
SMILES,MsrA act,SUMO1 PPI mod,CendR NRP1 mod,MsrA inhibitor,LMPTP block,DNMT1 block,Tb MetRS inh,Scp1 inh,E coli Lon inh,STEP inh
O=C(NC(=O)N1CCCCCC1)c1ccc(Cl)cc1,-4,0,-1,0.4,-2.1,0,-0.2,-5,-5,0
COc1ccc(C(=O)OC2CCCCC2CN(C)C)cc1 (centres undefined),1,1,3,0.4,-0.1,0,0.0,-8,1,0
Cc1nn(-c2ccccc2)nc1C(=O)OCC(=O)N1CCC(C)CC1,-4,0,5,1.8,-0.6,5,-0.3,-8,-17,3
COc1ccc(NC2CCCN(C(=O)c3ccc4[nH]c(C)c(C)c4c3)C2)cc1 (centres undefined),-3,-3,9,-0.3,0.3,-5,-0.4,1,-13,1
CC(C)(C)n1nnnc1C(c1cc2ccccc2o1)N1CCOCC1 (centres undefined),-4,-2,-1,-0.5,-1.3,.,-1.4,.,-7,.
Cn1c(CCN2CCCCC2)nc2cc(NC(=O)C3CCCCC3)ccc21,-3,-2,-3,0.3,-1.0,-1,-0.2,-4,-4,-2
O=c1[nH]c2c(c(=O)n1Cc1ccccc1)CCC2,-2,1,3,0.4,-0.3,1,-0.7,-5,2,-3
Cc1ccc(NC(=O)CS(=O)CC(=O)N(CC(=O)NC2CCCC2)c2ccc3c(c2)OCCO3)cc1 (centres undefined),-9,0,4,2.1,0.6,0,-0.6,-4,3,23
CCOc1ccc(C(=O)NCC(=O)OCC(=O)NC2CCCC2)cc1,0,-4,9,-0.4,-0.2,2,0.4,-7,-7,0
CCN(CC)CCc1c(C)[nH]c(C(=O)OCc2ccccc2)c1C,-2,-2,2,0.3,-0.3,-11,0.7,-7,4,-1
CC(=O)c1ccc(NC(=O)CN2CCC(NC(=O)C3CCCCC3)CC2)cc1,-5,-3,-1,-0.7,-1.4,-3,-1.2,-9,-3,-2
Fc1cccc(NC(=S)NNc2ccccc2)c1,-4,-1,3,-0.3,-1.1,2,-1.7,5,2,0

# Retrieved by compound from the list above, three records:
SMILES,MsrA act,SUMO1 PPI mod,CendR NRP1 mod,MsrA inhibitor,LMPTP block,DNMT1 block,Tb MetRS inh,Scp1 inh,E coli Lon inh,STEP inh
O=c1[nH]c2c(c(=O)n1Cc1ccccc1)CCC2,-2,1,3,0.4,-0.3,1,-0.7,-5,2,-3
COc1ccc(NC2CCCN(C(=O)c3ccc4[nH]c(C)c(C)c4c3)C2)cc1 (centres undefined),-3,-3,9,-0.3,0.3,-5,-0.4,1,-13,1
CC(C)(C)n1nnnc1C(c1cc2ccccc2o1)N1CCOCC1 (centres undefined),-4,-2,-1,-0.5,-1.3,.,-1.4,.,-7,.

# Looked up above:
# `COc1ccc(C(=O)OC2CCCCC2CN(C)C)cc1` (centres undefined) @ MsrA inhibitor: 0.4
# `Fc1cccc(NC(=S)NNc2ccccc2)c1` @ MsrA act: -4
# `COc1ccc(NC2CCCN(C(=O)c3ccc4[nH]c(C)c(C)c4c3)C2)cc1` (centres undefined) @ Tb MetRS inh: -0.4

# Next part.
SMILES,MsrA act,SUMO1 PPI mod,CendR NRP1 mod,MsrA inhibitor,LMPTP block,DNMT1 block,Tb MetRS inh,Scp1 inh,E coli Lon inh,STEP inh
COc1ccc(OCCN2CCC(C(=O)NC(c3ccc(Cl)cc3)c3cnccn3)CC2)cc1 (centres undefined),-1,8,0,0.9,-2.5,-2,0.5,.,0,-1
COc1cc(OC)c(C(=O)OCC(=O)N2CC(=O)Nc3ccccc32)cc1OC,-6,-2,1,0.7,-0.7,-1,-0.5,-1,-9,2
CN(C)c1ccc([N+](=O)[O-])cc1C(=O)NCC(c1ccco1)N(C)C (centres undefined),-3,-25,-6,1.0,-1.1,3,0.0,-1,0,2
CCCc1nn(C)c2c(=O)[nH]c(-c3cc(S(=O)(=O)N(CCO)CCO)ccc3OCC)nc12,-2,-5,22,2.0,-1.2,0,0.0,-4,1,-1
CCOc1ccccc1NC(=O)NNS(=O)(=O)c1ccc([N+](=O)[O-])cc1,0,-29,6,1.2,-0.4,3,0.1,-5,-4,-2
O=C(Nc1ccccc1)C1=C[C@H](c2coc3ccccc3c2=O)C[C@H](OCc2ccc(CO)cc2)O1,-2,1,9,-0.8,0.2,-10,-0.3,-3,-4,0
CC(NC(=O)Nc1cccnc1)(C(F)(F)F)C(F)(F)F,-3,-1,-4,0.3,-0.2,0,-0.3,-1,4,-3
CC(=O)OCC(=O)Nc1ccccc1OC(F)F,-1,1,20,-0.2,-0.7,-5,-0.6,-4,-11,-4
S=C(Nc1ccc2c(c1)OCCO2)Nc1ccccc1Cl,-1,3,8,-0.3,-0.6,1,0.1,-6,0,4
COc1ccc2c(c1)c(C(=O)CN1CCC3(CC1)OCCO3)c(C)n2C,-2,-3,-7,0.7,-0.2,1,-0.6,-3,-11,0
COc1cccc2cc(-c3nc(-c4cccs4)cs3)c(=O)oc12,-1,0,47*,-0.1,2.4,3,1.5,-8,-11,1
N#C/C(=C(/O)c1ccc([N+](=O)[O-])o1)c1nc2ccccc2[nH]1,-2,-26,-9,-0.6,6.4,1,-1.0,-4,-8,0
CCOC(=O)c1cccc(NC(=O)N[C@@H](C)C(=O)OC)c1,-11,-3,11,-0.3,-0.4,4,-1.3,6,5,-9
CCOCCCNCC(=O)Nc1ccc(OC(F)(F)F)cc1,-2,-3,0,-1.7,0.2,0,-0.4,-4,2,0
COc1ccc(-c2cc3nc(NCCCN(C)C)n(C)c(=O)c3s2)cc1OC,-3,-34,18,3.2,-6.0,-1,-0.4,.,-3,0
Nc1ccccc1SCc1cn2ccccc2n1,-3,-4,3,-0.2,-0.9,-3,-1.2,-3,2,-3
CCCCn1c(N)c(N(CC(C)C)C(=O)c2cc(-c3ccc(F)cc3)nc3ccccc23)c(=O)[nH]c1=O,6,-3,-22,0.1,-0.6,6,-0.3,-11,-4,1
COC(=O)CCS(=O)(=O)c1cc(Cl)ccc1Cl,8.3*,3,-2,0.9,-0.9,7,-0.3,-5,-3,-3
COc1ccc(CNC(=O)c2c(N)n(CCCN3CCOCC3)c3nc4ccccc4nc23)cc1,-2,3,-8,0.1,-6.3,-37,-0.6,-7,-1,4
O=C(COc1ccc2c(c1)CCC2)NCc1cccc(Cl)c1,-4,1,-10,-1.1,0.5,4,-0.2,-3,0,1
COc1cc2[nH]c3c(N4CCN(c5ccc(Cl)cc5)CC4)ncnc3c2cc1OC,-1,6,-2,-0.5,5.7,-16,0.1,-8,-1,2
Cc1cc(NC(=O)COc2ccc3ccccc3c2)no1,0,0,-4,0.2,-1.4,-1,-0.6,-1,8,-2
CN1C(=O)CCC(CCC(=O)O)(c2ccccc2O)C1=O (centres undefined),-2,6,3,-0.6,-1.1,-1,0.0,-15,-4,-3
O=C(Cc1n[nH]c(=O)c2ccccc12)NC(c1ccccc1)c1ccccc1,-1,-4,-1,1.0,0.9,4,-0.1,-7,-1,-1

# Reprinted from above for reference:
SMILES,MsrA act,SUMO1 PPI mod,CendR NRP1 mod,MsrA inhibitor,LMPTP block,DNMT1 block,Tb MetRS inh,Scp1 inh,E coli Lon inh,STEP inh
CN1C(=O)CCC(CCC(=O)O)(c2ccccc2O)C1=O (centres undefined),-2,6,3,-0.6,-1.1,-1,0.0,-15,-4,-3
O=C(Cc1n[nH]c(=O)c2ccccc12)NC(c1ccccc1)c1ccccc1,-1,-4,-1,1.0,0.9,4,-0.1,-7,-1,-1

# The listing continues:
SMILES,MsrA act,SUMO1 PPI mod,CendR NRP1 mod,MsrA inhibitor,LMPTP block,DNMT1 block,Tb MetRS inh,Scp1 inh,E coli Lon inh,STEP inh
Cc1cc(C)c2oc(=O)cc(CN3CCOCC3)c2c1,-5,0,-3,-0.5,0.6,2,-0.6,-13,0,-3
CC(=O)c1ccc(S(=O)(=O)Nc2ccc(C(=O)N3CCC3)cc2)cc1,-3,1,14,0.4,-4.9,1,-0.2,-3,6,-4
OCC1(Cc2ccc(F)cc2)CCCN(CCCC(F)(F)F)C1 (centres undefined),-11,0,-13,-0.6,-1.5,3,-1.3,9,6,-2
O=C(Nc1ccc(S(=O)(=O)N2CCCC2)cc1)c1ccc(Br)o1,-4,2,10,-1.5,0.3,0,-0.3,-5,5,-1
O=C1CC(C(=O)N2CCc3ccccc32)CN1c1ccccc1 (centres undefined),-2,3,12,0.2,-0.8,1,-0.5,-7,1,0
O=C(NC1CCN(Cc2ccccc2)CC1)c1cn(-c2ccccc2)nc1-c1cccnc1,-1,-6,-10,-0.4,-2.0,-8,-0.5,-3,-1,0
Cc1oc(-c2ccc(Cl)cc2)nc1CN1CCC(C(=O)NCC2CCCO2)CC1 (centres undefined),-1,5,9,0.0,-0.7,1,-0.5,-4,5,-2
Cc1cccc(C)c1NC(=O)COC(=O)c1nonc1N,-2,-3,6,-0.6,-0.2,-3,-0.6,-5,2,2
COC(=O)c1ccc(C)c(NC(=O)COC(=O)C2CC3CCCC(C2)C3=O)c1 (centres undefined),-2,1,5,1.5,-1.3,5,-0.3,-8,6,1
Cc1csc(NC(=O)CSc2nc(C(C)C)nc3ccccc23)n1,-3,-6,1,0.6,0.7,0,-0.6,-15,5,0
COC(=O)Cc1c(C)c2ccc(O)c(CN3CCCC(C)C3)c2oc1=O (centres undefined),0,5,16,1.6,0.8,1,-0.2,-8,-3,6
O=C(Cn1cc([N+](=O)[O-])cn1)NCc1ccccc1Cl,0,-1,6,0.0,0.3,-3,-0.6,-21,-2,11
O=C(Nc1scc(-c2ccccc2)c1C(=O)O)c1ccc(F)cc1,-1,11,-20,2.1,-1.5,1,0.1,-15,-2,-4
COc1ccc(NC(=O)CS(=O)(=O)c2cccc(Cl)c2)cc1,-4,1,-6,-1.2,-2.4,1,-0.5,-6,-8,-1
Cc1nc(SCC(=O)N(C)C2CCS(=O)(=O)C2)c(C#N)c(C)c1C (centres undefined),-6,2,3,-0.1,-1.0,5,-0.2,-6,7,-1
O=C(COC(=O)c1cc(-c2ccccc2)nc2ccccc12)NC1CC1,-8,-24,-4,1.8,0.7,4,-0.5,5,7,2
COc1ccc(NC2c3ncccc3C(=O)N2Cc2ccccc2)c(OC)c1 (centres undefined),-6,3,-8,0.9,0.5,-13,-1.1,1,-7,3
Nc1cccc2c1C(=O)N(C(=O)/C=C/c1ccc(F)cc1)C2=O,-19,-12,6,3.9,-1.4,6,-1.3,2,4,3
